Screening data deposited in PubChem BioAssay by several laboratories.
SARS 3CLpro inh: SARS-CoV 3CLpro protease inhibition; 290,000 compounds, 0.14% hits; recombinant SARS-CoV 3CLpro, quenched FRET peptide cleavage; inhibition, % at 6 µM; in the data active = inhibition above about 12%
SSB-PriA inh: K. pneumoniae PriA-SSBct interaction inhibition; AlphaScreen SSBct-PriA binding, biotinylated peptide; 430,000 compounds, 0.6% hits; inhibition, % at 33 µM; in the data active = inhibition mostly above about 37%, no sharp cut-off; inactive = mostly below about 20%;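 note: plate controls were negative control peptide for no effect and reference peptide for full effect; strong numbers were not always called active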
MazEF act: increases E. coli MazEF RNase cleavage of RNA; FAM/BHQ RNA-DNA oligo cleavage fluorescence, 5 h; activation, % at 20 µM; 350,000 compounds, 0.32% hits; AID 504720; in the data active = activation above about 50%
Target sequence (P0AE70 whole entry, looked up): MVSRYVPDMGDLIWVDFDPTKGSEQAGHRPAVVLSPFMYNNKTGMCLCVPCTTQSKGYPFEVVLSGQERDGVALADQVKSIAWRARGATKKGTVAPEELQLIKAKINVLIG
DUSP3 inh: DUSP3 (human) phosphatase inhibition | P51452 | recombinant VHR phosphatase, pNPP absorbance | inhibition, % at 13.3 µM | 290,000 compounds, 0.52% hits; in the data active = inhibition above about 50%; note: some compounds called inactive have numbers as strong as hits
Target sequence (P51452 whole entry, looked up): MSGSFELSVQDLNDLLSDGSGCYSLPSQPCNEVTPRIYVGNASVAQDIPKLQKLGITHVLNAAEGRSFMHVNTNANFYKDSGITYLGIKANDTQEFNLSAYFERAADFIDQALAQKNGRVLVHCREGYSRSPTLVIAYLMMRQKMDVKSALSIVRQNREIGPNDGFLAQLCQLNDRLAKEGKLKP
CCHF vOTU inh: blocks the CCHF virus ovarian tumor domain protease; AID 651958; CCHFV vOTU protease, Pep-AMC fluorescence; inhibition, % at 11.5 µM; 370,000 compounds, 0.55% hits; in the data active = inhibition above about 30%; note: 0% = vehicle wells with enzyme and 100% = no enzyme wells
TcdB inh: inhibitors of Clostridioides difficile toxin B glycohydrolase; 350,000 compounds, 0.24% hits; TcdB glycohydrolase enzymatic assay, plate reader; inhibition, % at 9.99 µM; AID 652162; in the data active = inhibition above about 10%
Yp Topo-I inh: blocks Yersinia pestis topoisomerase I activity. activity, % at 10 µM. AID 504884. Y. pestis Topo-I cleavage product accumulation, plate reader. 360,000 compounds, 0.064% hits; in the data active = activity above about 50%, passing the limit was not always enough; note: inactives centre near 2
BH1578 lux ind: induces V. cholerae light production without autoinducers. V. cholerae BH1578 lux reporter, luminescence, 6 h. AID 588436. activation, % at 18.7 µM. 350,000 compounds, 0.16% hits; in the data active = activation mostly above about 9.7%, no sharp cut-off; note: not every result past the cut was called active; inactives centre near 0; reference of the scale not given here
PrPC surface inh: cell surface PrPC inhibition, primary TR-FRET screen; TR-FRET read-out; P04156; 370,000 compounds, 0.43% hits; inhibition, % at 13.8 µM; in the data active = inhibition above about 24%; note: 0% = median of the test wells and 100% = reference compound wells
Rv3671c protease: Rv3671c (M. tuberculosis) protease inhibition; P9WHR9; 320,000 compounds, 0.048% hits; inhibition, % at 5.96 µM; in the data active = inhibition above about 38%;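 note: extracellular domain of Rv3671c used as enzyme; 0% = enzyme with DMSO and 100% = no enzyme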
Target sequence (P9WHR9 whole entry, looked up, the tested form may be a part): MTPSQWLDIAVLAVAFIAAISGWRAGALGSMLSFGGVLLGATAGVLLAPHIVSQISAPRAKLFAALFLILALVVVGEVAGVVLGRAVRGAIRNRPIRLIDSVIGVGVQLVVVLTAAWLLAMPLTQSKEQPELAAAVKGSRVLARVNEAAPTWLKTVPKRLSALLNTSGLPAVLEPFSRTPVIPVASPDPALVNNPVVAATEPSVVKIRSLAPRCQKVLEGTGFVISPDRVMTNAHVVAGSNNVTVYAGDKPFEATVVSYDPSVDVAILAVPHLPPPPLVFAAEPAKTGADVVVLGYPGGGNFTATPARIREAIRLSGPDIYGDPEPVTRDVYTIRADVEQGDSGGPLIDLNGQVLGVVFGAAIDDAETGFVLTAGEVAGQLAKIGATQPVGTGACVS
The depositor's hits bear a star; i = inactive; . = no result given; & = joins results of further samples. Only part of the results is shown (hit frequency here may not be typical).

SMILES	SARS 3CLpro inh	SSB-PriA inh	MazEF act	DUSP3 inh	CCHF vOTU inh	TcdB inh	Yp Topo-I inh	BH1578 lux ind	PrPC surface inh	Rv3671c protease
COc1ccc(/C=C(\NC(=O)c2ccc(Cl)cc2)C(=O)NCCCN2CCOCC2)cc1OC	4	-9	16	18	9	0.9	5	-16	-3	6
CCOCC1(CCc2ccccc2)C(=O)NC(=S)NC1=O	.	-16	4	.	-9	-1.0	-2	-1.1	2	.
COC(=O)c1ccccc1NC(=O)CN1C(=O)CSC1=O	-3	3	-2	17	-5	.	0	i	-1	-7
NC(=O)c1cc(S(=O)(=O)N2CCOCC2)cs1	2	-1	3	-6	-8	0.7	0	i	7	4
CCOC(=O)CNc1nc(Cl)nc(Nc2ccc(Cl)cc2)n1	-4	-2	-21	-9	-8	1.1	-7	-0.3	5	12
CC(C)n1cc(C(=O)N2CCCC(N3CCN(c4cccc(Cl)c4)CC3)C2)cn1 (stereo not given)	-2	-4	-8	26	-4	-0.4	30	-9.2	5	.
CC(C)CC(=O)N1CCN(C(=O)c2ccc(F)cc2)CC1	1	-15	8	-8	4	1.1	-2	-0.4	3	-5
Cc1cc2oc(=O)cc(CN3CCCCC3)c2cc1C	2	-18	7	15	-9	-0.1&0.0	3	i	5	4
CCOC(=O)c1nn(-c2ccc(F)cc2)cc1O	3	-1	2	-3	-15	0.9	5	1.4	2	2
O=C(NCc1ccccc1F)c1cccc(S(=O)(=O)N2CCCCC2)c1	.	-2	38	.	13	1.5	5	.	-7	2
CCCNC(=O)C1(C)CCCN(Cc2ccc3c(c2)OCO3)C1 (stereo not given)	.	.	.	.	1	1.3	2	-5.0	-9	.
Cc1nnc(Nc2ccc3c(c2)OCO3)c2ccccc12	4	6	1	19	6	.	-7	i	7	6

An excerpt of these results, field by field.
canonical_smiles: CCOC(=O)c1nn(-c2ccc(F)cc2)cc1O
  SARS 3CLpro inh: 3
  SSB-PriA inh: -1
  MazEF act: 2
  DUSP3 inh: -3
  CCHF vOTU inh: -15
  TcdB inh: 0.9
  Yp Topo-I inh: 5
  BH1578 lux ind: 1.4
  PrPC surface inh: 2
  Rv3671c protease: 2

canonical_smiles: CCOCC1(CCc2ccccc2)C(=O)NC(=S)NC1=O
  SARS 3CLpro inh: .
  SSB-PriA inh: -16
  MazEF act: 4
  DUSP3 inh: .
  CCHF vOTU inh: -9
  TcdB inh: -1.0
  Yp Topo-I inh: -2
  BH1578 lux ind: -1.1
  PrPC surface inh: 2
  Rv3671c protease: .

canonical_smiles: CC(C)n1cc(C(=O)N2CCCC(N3CCN(c4cccc(Cl)c4)CC3)C2)cn1 (stereo not given)
  SARS 3CLpro inh: -2
  SSB-PriA inh: -4
  MazEF act: -8
  DUSP3 inh: 26
  CCHF vOTU inh: -4
  TcdB inh: -0.4
  Yp Topo-I inh: 30
  BH1578 lux ind: -9.2
  PrPC surface inh: 5
  Rv3671c protease: .

canonical_smiles: CCOC(=O)CNc1nc(Cl)nc(Nc2ccc(Cl)cc2)n1
  SARS 3CLpro inh: -4
  SSB-PriA inh: -2
  MazEF act: -21
  DUSP3 inh: -9
  CCHF vOTU inh: -8
  TcdB inh: 1.1
  Yp Topo-I inh: -7
  BH1578 lux ind: -0.3
  PrPC surface inh: 5
  Rv3671c protease: 12

Following part.
SMILES	SARS 3CLpro inh	SSB-PriA inh	MazEF act	DUSP3 inh	CCHF vOTU inh	TcdB inh	Yp Topo-I inh	BH1578 lux ind	PrPC surface inh	Rv3671c protease
COc1cccc(C(=O)N/N=c2\sc3ccccc3n2C)c1	-6	.	9	-3	-18	.	-5	-0.3	0	-1
O=C(NNC(=O)C1CCCN(S(=O)(=O)c2cccc(F)c2)C1)C1CC1 (stereo not given)	8	-5	-8	3	-16	0.2	-4	-0.1	3	1
COc1ccc(C(=O)CN2Cc3ccccc3C2=N)cc1	-4	-3	-1	39	-12	2.0	-2	-0.7	2	-4
COc1ccc(N(C)S(=O)(=O)c2cccc(C(=O)N3CCN(c4ccccc4)CC3)c2)cc1	.	6	-1	.	12	1.0	20	-1.2	5	.
O=C1C=C(N2CCOCC2)c2cccc3cccc1c23	.	.	-546	.	11	-0.9	-5	i	-28	.
CSc1ccccc1-c1cnc(NC(C)=O)cn1	.	.	.	.	0	1.1	-6	i	3	.
Cc1cccnc1NC1(C(F)(F)F)N=C2SCCN2C1=O (stereo not given)	-4	-9	-1	-2	2	-1.0	-4	-0.3	8	6
Cc1ccc(-n2c(=S)[nH]c3c(oc4ccccc43)c2=O)cc1C	-1	-5	5	5	6	1.8	-3	i	8	-2
COc1ccccc1C(=O)NC(=O)CSc1nnc(C)s1	1	-3	2	28	-1	-0.8	1	-0.2	-5	0
Cc1noc(C)c1COC(=O)c1ccc(-c2nc3ccccc3s2)s1	-4	-6	-3	-6	-2	.	0	-5.6	2	-3
CC1CCCC(C)N1C(=O)COC(=O)/C=C/c1ccc(Br)o1 (stereo not given)	.	7	-6	.	11	1.2	20	-3.4	-1	-3
COc1ccc(Cl)cc1NC(=O)CN(C)C(=O)Cc1ccc2c(c1)CCC2	0	5	1	-5	-2	4.4	32	9.8	0	1
CN(Cc1ccccc1)C(=O)Cn1cccc1C(=O)c1ccccc1	-3	-5	0	24	1	.	6	-4.1	-1	3
COc1ccc(-c2nnc(SCCOc3cccc(C)c3)n2N)cc1	3	0	-10	8	8	.	-4	-0.3	-15	-1
CC1CC(C)CN(C(=O)COc2cccnc2[N+](=O)[O-])C1 (stereo not given)	.	-4	7	.	1	1.1	1	-4.3	-13	-1
COc1cccc(C(=O)NCCNC(=O)c2ccccn2)c1	-6	-10	-25	-19	7	1.6	0	2.8	6	-9
CCOC(=O)c1c(-c2ccccc2)csc1NC(=S)NC(=O)c1ccccc1	-3	5	3	9	-3	.	7	i	2	-12
C/C(=N\NC(=O)c1cccc([N+](=O)[O-])c1)c1cccs1	-1	.	3	13	-2	-0.7	-7	0.4	-5	9
Cc1c(Br)c([N+](=O)[O-])nn1CC(=O)Nc1ccc(C(C)C)cc1	5	0	5	5	20	0.0	-14	-0.3	8	-2
COc1ccc(C(C#N)c2ccc(Cl)nn2)cc1 (stereo not given)	5	-10	10	2	7	0.3	2	-0.2	9	0
CCCCNC(=O)Nc1cc(C)on1	-4	-9	-4	-4	-2	.	4	14	-1	7
CC1Sc2ccc(S(=O)(=O)CCC(=O)N3CCN(c4cccc(Cl)c4)CC3)cc2NC1=O (stereo not given)	10	2	-3	-2	5	0.9	20	i	6	0
Cc1ccccc1-c1nc(S(=O)(=O)c2ccc(Br)cc2)c(NCc2cccnc2)o1	1	-1	-11	37	17	2.4	44	-0.2	7	1
COC(=O)CSc1nnc([C@H](CC(C)C)NC(=O)OC(C)(C)C)o1	-4	-35	1	10	16	.	4	-0.3	3	-5
COc1ccc(CCn2c(C)cc(C(=O)CSc3nnnn3-c3ccccc3)c2C)cc1OC	-3	12	-4	-15	-1	0.7	8	-15	-7	-2
O=C(COc1ccccc1[N+](=O)[O-])Nc1ccc2oc(=O)ccc2c1	-5	-3	0	1	-3	0.0	4	-0.4	-2	-4
CCOC(=O)c1c(CN2CCOCC2)n(-c2ccccc2)c2cc(Br)c(O)cc12	-4	35	10	27	8	.	21	-0.3	1	2
CCN(CC)C(=O)Cn1cc(C(=O)C(=O)NCCc2c[nH]c3ccccc23)c2ccccc21	6	15	4	25	6	1.4	19	-0.4	0	0
CCS(=O)(=O)N1CCN(S(=O)(=O)c2ccc(S(=O)(=O)NC3CC3)cc2)CC1	-4	-8	15	6	3	-8.7	-6	i	9	2
COCCNC(=O)C1CC(=O)N(C2CCCC2)C1 (stereo not given)	-2	-23	-9	19	-9	.	2	-7.1	0	-7
Cc1cc(C)cc(CSc2nnc(C)c(=O)[nH]2)c1	-4	-6	3	14	-5	.	3	i	1	-4
O=C(/C=C/Nc1ccccc1C(=O)O)c1cccs1	3	.	-9	5	-24	.	1	i	-4	-1
COc1ccc(N/C(C)=C2/C(=O)C(=O)N(CCO)C2c2ccc(Br)cc2)cc1 (stereo not given)	2	.	1	28	-6	.	15	-3.1	-1	-1
N/C(=N\OC(=O)c1ccc(Br)cc1)c1cccc([N+](=O)[O-])c1	0	.	5	1	1	1.4	-5	i	2	-6
Cc1nc(N2CCN(C)CC2)c2c3c(sc2n1)CCCC3	-4	-19	2	47	9	2.5	12	1.7	4	-3
COc1ccccc1N1CCN(C(=O)CNC(=O)c2cn(-c3ccccc3OC)c(=O)c3ccccc23)CC1	8	7	-4	19	-8	2.4	-8	-0.5	-1	6
COC(=O)CN1C(=S)N(c2ccc(F)cc2)C(=O)C1CC(=O)Nc1ccc(OC)cc1 (stereo not given)	4	1	1	2	-10	1.6	-16	-0.9	2	6
CCN1C(=O)C(CC(=O)Nc2ccc(OC)cc2)N(CCCN2CCN(c3ccc(F)cc3)CC2)C1=S (stereo not given)	-1	22	6	8	9	3.1	-2	i	-9	2
CC1=C(C(=O)Nc2ccc(C(=O)NCCC(C)C)cc2)SCCO1	0	-9	5	-8	-12	1.2	2	-6.2	2	-1
CC(CNC(=O)CCc1nnc2ccc(N3CCC4(CC3)OCCO4)nn12)c1ccccc1 (stereo not given)	3	6	4	-20	-3	-1.6	-10	-0.3	-3	-3
CC1(C)CC(C)(O)N(Cc2ccccc2)C(=S)N1 (stereo not given)	-1	0	5	-5	10	-1.4	-1	i	-4	-2
O=[N+]([O-])c1ccccc1N(CC1CO1)S(=O)(=O)c1ccccc1 (stereo not given)	-3	-3	1	-14	-5	-0.4	3	-0.1	1	5
CC1(C)CC(=O)C2=C(C1)Nc1ccccc1NC2c1ccc([N+](=O)[O-])cc1 (stereo not given)	.	-2	12	.	3	-0.6	4	-0.4	-7	8
CCOc1ccccc1-n1nnnc1SCC(=O)N(C)C1CCS(=O)(=O)C1 (stereo not given)	.	.	4	.	-6	1.3	-6	i	4	.
CCC(O)C1CCN(Cc2cn(Cc3ccccc3)nc2-c2cc3ccccc3o2)CC1 (stereo not given)	6	9	9	21	6	0.4	10	i	-19	-14
CCCc1[nH]n(-c2ccc([N+](=O)[O-])cc2)c(=O)c1C=NCCc1c[nH]c2ccccc12	-8	-12	37	30	7	.	-9	i	-1	-5
CC1CCCC(C)N1C(=O)Cc1ccccc1 (stereo not given)	3	-3	6	24	6	1.0	-2	-7.1	-6	4
Cc1cc(OCC(O)CN2CCN(CCO)CC2)ccc1C(C)C (stereo not given)	4	-9	6	-6	5	.	5	-2.2	-10	-1
COc1ccc(CNC(=O)CCS(=O)(=O)c2ccc3c(c2)NC(=O)C(C)S3)cc1 (stereo not given)	-2	-7	-3	39	-12	-0.1	9	-2.5	-2	-12
COc1ccccc1C(=O)Nc1cc(Cl)ccc1O	-2	-12	4	26	2	.	17	i	7	-3
COc1cccc(CNC(=O)CCC2CCCN(C(=O)c3ccoc3C)C2)c1 (stereo not given)	-2	-10	10	18	-4	0.9	3	i	4	12
CCC(=O)c1ccccc1OCCN1CCN(CC)CC1	-2	2	4	40	4	2.3	-4	-0.5	-8	7
CCN(Cc1cc(OC)c(OC)c(OC)c1)C(=S)Nc1cccc(SC)c1	-5	-3	1	36	-1	0.6	2	i	3	1
COc1cccc(CNC(=O)COC(=O)C2CCN(c3ccc(C(F)(F)F)cn3)CC2)c1	.	-21	-4	.	2	0.3	39	-1.8	6	-2
CC(=O)NC(=S)Nc1ccc(NC(=O)c2cccnc2Cl)cc1	-1	-7	-1	21	-8	0.1	4	-0.2	0	3
Cn1c(=O)c2c(ncn2Cc2nnc(N)s2)n(C)c1=O	-2	-6	5	1	8	1.4	8	-0.6	12	-3
COc1cc(OC)cc(C(=O)N[C@H](C(=O)OCc2cc(=O)oc3cc(C)ccc23)C(C)C)c1	-10	0	5	4	-9	.	14	i	4	-9
CC(C)CCn1c(O)c(N=NC(=O)c2ccco2)c2ccccc21	0	-2	1	-5	-1	0.4	9	-0.3	-4	-4
Cc1cc(NS(=O)(=O)c2ccc(NC(=O)c3cc4cc(Br)ccc4oc3=O)cc2)no1	-1	5	8	6	-3	-1.0	3	-0.4	8	-1
CCCCN(C)CCCNC(=O)c1ccc(N2CCCC2=O)cc1	3	-5	-5	26	9	.	-3	5.6	-3	5
CC(C)CCOP(=O)(c1ccc(N(C)C)cc1)C(O)c1ccc(C(C)C)cc1 (stereo not given)	7	9	0	.	22	0.5	10	i	13	1
